EBNA-1 inhibitor: blocks EBNA-1 binding to DNA; EBNA-1 DNA binding, fluorescence polarization; inhibition, % at 14.8 µM; 300,000 compounds, 0.34% hits; AID 1950; in the data active = inhibition above about 28%
Efflux pump inh: antifungal efflux pump inhibition, Nile Red retention; S. cerevisiae Candida pump triplex; inhibition, % at 10 µM; 330,000 compounds, 0.44% hits;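 active = plate passing quality check with inhibition over a set limit, or well fluorescence over plate mean plus 4 SD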;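 also: Nile Red retained in pooled yeast measured as flow cytometry median fluorescence; 0% = buffer negative control and 100% = Enniatin B positive control; higher means more Nile Red kept so more efflux inhibition; some compounds called inactive have numbers as strong as hits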
ZTA counter: blocks Epstein-Barr virus ZTA, an EBNA-1 counter-screen; P03206; ZTA-DNA binding, fluorescence polarization; inhibition, % at 11 µM; 320,000 compounds, 0.15% hits; AID 2234; in the data active = inhibition above about 33%
Fam108B counter: blocks mouse Fam108B hydrolase in RBBP9 counter-screen; recombinant Fam108B, FP-Rh probe fluorescence polarization; AID 1947; inhibition, % at 9.51 µM; 300,000 compounds, 0.33% hits;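 active = inhibition above the screen mean inhibition plus 3 SD, computed separately per campaign, cut at about 18% in these data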;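 also: inhibitors lower polarization as less probe binds the enzyme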
CR mimetic SO: yeast age-related superoxide inhibition as caloric restriction mimetic | AID 2690 | 330,000 compounds, 0.18% hits | superoxide response (% of plate mean), % at 10 µM | S. cerevisiae aged cells, superoxide DHE fluorescence; hits give low values;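 active = superoxide response under a set limit, about three screen SD below normal, cut at about 65% in these data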;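 also: yeast aged for seven days with compound at 30 °C before DHE staining; 100% = average MFI of all compound-treated wells on the plate with controls excluded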
MEX-5 binding: C. elegans MEX-5 TCR-2 RNA binding activity; Q9XUB2; MEX-5/FITC-TCR2 RNA binding, fluorescence polarization; hits give low values; activity score (negative = inhibition of binding), % at 10 µM; 300,000 compounds, 0.38% hits; AID 1832;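 active = inhibition past about -25% in most replicates, and total fluorescence under double the plate's negative control median, limit read from the data; inconclusive = replicates evenly split on the limit, or fluorescence at least double controls; inactive = too little inhibition in most replicates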;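 also: 0% = DMSO and -100% = 5 µM competing unlabeled TCR2 RNA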
Target sequence (Q9XUB2 whole entry, looked up): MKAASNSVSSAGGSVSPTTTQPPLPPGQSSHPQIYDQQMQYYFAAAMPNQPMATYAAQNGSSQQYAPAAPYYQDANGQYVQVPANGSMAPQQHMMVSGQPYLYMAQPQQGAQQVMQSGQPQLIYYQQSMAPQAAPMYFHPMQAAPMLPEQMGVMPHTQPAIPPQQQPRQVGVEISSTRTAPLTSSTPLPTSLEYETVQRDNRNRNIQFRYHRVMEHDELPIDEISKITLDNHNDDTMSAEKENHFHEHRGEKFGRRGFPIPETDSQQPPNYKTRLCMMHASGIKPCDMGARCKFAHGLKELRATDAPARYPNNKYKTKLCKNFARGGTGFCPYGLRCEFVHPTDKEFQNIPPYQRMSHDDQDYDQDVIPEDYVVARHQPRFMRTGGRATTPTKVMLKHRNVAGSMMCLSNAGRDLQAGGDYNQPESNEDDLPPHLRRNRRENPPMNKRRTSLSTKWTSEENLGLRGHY
MCL1-BIM inh: MCL1-BIM-BH3 interaction inhibition (human) | Q07820 | GST-MCL1 / FITC-Bim-BH3 fluorescence polarization | inhibition, % at 10.9 µM | 320,000 compounds, 0.68% hits;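 active = inhibition above the mean inhibition of all tested compounds plus 3 SD, set per campaign, cut at about 40% in these data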;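 also: 0% = DMSO wells and 100% = unlabeled Bim-BH3 peptide control; higher means more loss of mP so more displacement of Bim peptide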
GLD-1 TGE inh: GLD-1-TGE RNA interaction inhibition (C. elegans); Q17339; inhibition, % at 5.96 µM; 320,000 compounds, 0.44% hits; purified GLD-1 + fluorescein TGE RNA, fluorescence polarization;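 active = percent inhibition above a per-plate cutoff, the plate mean of test compounds plus 3 SD, cut at about 30% in these data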;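 also: 0% = DMSO wells with GLD-1 and probe and 100% = wells lacking GLD-1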
Target sequence (Q17339 whole entry, looked up): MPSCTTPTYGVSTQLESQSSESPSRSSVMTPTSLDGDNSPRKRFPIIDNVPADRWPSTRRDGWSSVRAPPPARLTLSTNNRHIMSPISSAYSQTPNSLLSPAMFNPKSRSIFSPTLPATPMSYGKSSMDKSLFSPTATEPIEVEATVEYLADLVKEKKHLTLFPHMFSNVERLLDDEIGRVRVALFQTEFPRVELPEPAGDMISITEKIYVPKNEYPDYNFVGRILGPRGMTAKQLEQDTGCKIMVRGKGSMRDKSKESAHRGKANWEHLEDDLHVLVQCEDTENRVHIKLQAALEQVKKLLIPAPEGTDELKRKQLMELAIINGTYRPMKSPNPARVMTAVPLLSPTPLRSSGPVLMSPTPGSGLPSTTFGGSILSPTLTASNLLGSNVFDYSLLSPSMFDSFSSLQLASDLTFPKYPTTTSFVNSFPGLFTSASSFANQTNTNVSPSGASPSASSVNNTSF
BCLXL inh: inhibitors of human Bcl-xL; Q07817; GST-Bcl-xL / FITC-Bim BH3 peptide fluorescence polarization; inhibition, % at 10.9 µM; 320,000 compounds, 0.7% hits; AID 2129;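 active = inhibition above the mean of all tested compounds plus 3 SD, cutoff set per campaign, cut at about 30% in these data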;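 also: 0% = DMSO wells and 100% = unlabeled Bim-BH3 peptide competitor; inhibitors lower millipolarization by displacing the labeled peptide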
An asterisk follows results filed as active; ? = inconclusive; . = no result given.

SMILES	EBNA-1 inhibitor	Efflux pump inh	ZTA counter	Fam108B counter	CR mimetic SO	MEX-5 binding	MCL1-BIM inh	GLD-1 TGE inh	BCLXL inh
CC(=O)N1CCC(N2CCCC(C(=O)c3cccc(Cl)c3)C2)CC1 (configuration not stated)	-7	0.0	-15	-4	103	0.2	-6	-1	0
CCOc1ccccc1-n1c(O)c(C=NCCCN(CC)CC)c(=O)[nH]c1=O	1	0.0	0	-2	95	1.0	-3	4	3
[N-]=[N+]=NCc1cn2cccnc2n1	0	-0.1	4	-1	96	-1.2	8	4	5
O=P(Nc1ccccc1)(Nc1ccccc1)Oc1ccccc1	10	0.0	12	-3	104	-0.9	2	10	3
O=C(COC(=O)Cc1ccccc1)Nc1ncc(Cl)cc1Cl	-8	0.1	-28	-3	103	-0.4	3	9	5
COc1cc2c(c(OC)c1OC)-c1ccc(O)cc1[C@@H](NC(C)=O)CC2	-6	0.2	-8	0	101	-0.8	6	4	7
CCNC(=O)C1OC(n2cnc3c(N)ncnc32)C(O)C1O (configuration not stated)	-5	-0.2	-6	0	97	1.0	8	0	6
Cc1ccc(NP(=O)(c2ccccc2)c2nc3ccccc3s2)cc1 (configuration not stated)	-5	0.2	4	2	107	-2.9	-1	3	6
c1ccc(CNC2=NCCS2)cc1	8	-0.1	2	4	93	1.7	2	-5	-1
CCOC(=O)C(O)(c1ccc(N(CC)C(=O)COc2ccccc2)cc1)C(F)(F)F (configuration not stated)	-3	-0.1	-24	2	107	-0.4	-5	13	2
N=C(N)c1c(O)n(C2CCCCC2)c(=O)n(C2CCCCC2)c1=O	6	0.2	15	3	118	0.4	0	10	-2
CNc1cc(N2CCNCC2)ccc1[N+](=O)[O-]	6	0.1	14	-1	85	-1.1	10	0	3
Cc1c(C=O)c2ccccc2n1Cc1ccc(F)cc1	-9	-0.1	8	0	100	-1.5	7	2	11
COc1ccc2c(c1OC)C(=O)O[C@H]2[C@@H]1c2cc3c(cc2CCN1C)OCO3	-8	0.5	7	-1	102	.	5	1	4
O=C1OCCN1P(=O)(c1ccccc1)c1ccccc1	4	0.0	-33	1	124	0.3	7	-2	1
O=P(O)(O)/C=C(\Cl)c1ccccc1	7	-0.2	11	2	99	-0.8	6	-5	4
O=C(c1cccn2c(=O)c3cc(Br)ccc3nc12)N1CCC2(CC1)OCCO2	-3	0.1	-2	2	101	1.1	9	4	3
CCn1c(O)c(/C=N/NC(=O)c2ccccc2)c(=O)[nH]c1=S	4	-0.1	-2	2	97	-10	14	1	4
COc1ccc2c(c1O)-c1c(OC)c(OC)cc3c1[C@H](C2)N(C)CC3	2	0.0	-3	6	101	.	3	-1	8
CCN(CC)P(=O)(Oc1cccc(C)c1)N(CC)CC	-13	-0.1	-5	4	100	0.6	-4	-3	-1
c1ccc2c(CCNC3CCCCC3)c[nH]c2c1	-7	-0.2	-18	3	90	-0.3	4	-5	4
CCCC/C(=N/O)c1c(C)[nH]c2ccccc12	-3	-0.1	-11	2	93	-0.3	4	1	8
CN1CN=C(N[N+](=O)[O-])N(Cc2ccco2)C1	-7	0.1	-7	-2	114	0.6	1	-4	-1
Cc1ccc2cc(CNCCc3ccccc3C)c(=O)[nH]c2c1	1	-0.2	-14	-2	100	-0.8	4	2	1
COc1cccc(C(=O)N2C[C@H]3C[C@@H](C2)c2cccc(=O)n2C3)c1	-1	-0.2	-6	0	80	2.4	-2	4	2
Cc1ccc(CN(Cc2ccccc2)C(=S)NCC(=O)N2CCC3(CC2)OCCO3)o1	-14	0.0	-14	3	96	-0.9	12	-11	7
Cc1cc(OCC(=O)NC(Cc2ccc(Cl)cc2)C(=O)O)c2c3c(c(=O)oc2c1)CCCC3 (configuration not stated)	2	0.0	9	-5	110	1.4	4	0	1
COc1ccc(OC)c(-n2c(O)c(C=NCCN3CCNCC3)c(=O)[nH]c2=S)c1	3	0.1	16	1	86	2.9	1	-7	7
Cc1sc(-n2c(C)cc(C=C3C(=O)NC(=O)NC3=O)c2C)c(C#N)c1C	9	0.3	4	1	97	?	9	-8	2
Cc1cccc(CN2CCN(c3ccc(Cl)cc3)CC2)c1	-5	0.2	4	2	92	-2.6	1	3	6
Cc1ccc(-n2c(O)c(/C=N/N3CCCCCC3)c(=O)[nH]c2=O)cc1C	-6	0.2	1	-3	81	0.0	3	-2	4
Fc1ccc(CCNCc2ccc(Cl)c(Cl)c2)cc1	-6	0.0	7	-4	84	1.6	0	-4	3
c1ccc2sc(C3CCCNC3)nc2c1 (configuration not stated)	9	0.1	17	0	102	1.2	5	0	7
CCN(CC)c1ccc(N=Cc2c(O)n(-c3ccc(Cl)cc3)c(=O)[nH]c2=O)cc1	-4	0.6	-9	-3	103	1.0	-20	-14	-7
CC(=O)c1c(C)n(Cc2ccccc2)c2ccc(O)cc12	4	0.0	-33	-1	96	2.0	2	11	3
CCCCn1c(=O)c(C(=O)Nc2ncccc2C)c(O)c2ccccc21	7	-0.1	-3	-4	101	0.8	-13	2	1
CCOC(=O)c1c(C=O)c2ccccc2n1Cc1ccccc1F	2	-0.1	2	4	93	-0.7	5	0	4
c1ccc2[nH]c(CCNC3CCCCC3)nc2c1	6	-0.1	-5	1	90	0.5	-12	-3	4
CCc1cc2c(s1)NC(=O)CN=C2c1cccs1	-2	0.1	15	2	103	2.1	-6	4	-17
N[C@@H](CCl)C(=O)O	-2	0.0	9	3	105	-2.4	2	4	2
N#CCCn1cc(C(=O)NCc2ccccc2)c(-c2ccccc2)n1	12	-0.3	5	3	97	1.8	8	-4	-1
CCC(=O)O[C@@H]1[C@@H](OC(C)=O)[C@@]2(O)C(C[C@H](O)C2(C)C)[C@](C)(O)[C@H]2CC[C@@H]3[C@@H](O)[C@]12C[C@@]3(C)O (some centres not stated)	-8	0.2	-3	1	101	0.1	1	3	0
CCOC(=O)C1C2NC(=O)N(Cc3ccccc3)C1(C)Oc1c(OC)cccc12 (configuration not stated)	10	-0.2	-1	-4	95	-2.5	1	3	-5
Cc1ccc(N(C)C(=O)Oc2cccc3cccnc23)cc1	3	0.1	-6	-1	105	-2.4	-1	1	-2
O=C(Cc1ccccc1)N1CCN(C/C=C/c2ccccc2)CC1	-3	0.4	0	-6	100	3.4	1	2	-2
COCC(C)OC(=O)c1c(N)n(Cc2ccco2)c2nc3ccccc3nc12 (configuration not stated)	-3	0.1	-13	-1	106	-3.1	25	39*	34*
CC(=O)c1cn(CCCOc2ccccc2)c2ccccc12	4	0.0	3	2	106	0.2	0	9	6
CC1CN=C(Nc2ccc(N(C)C)cc2)S1 (configuration not stated)	4	-0.1	-6	5	116	-0.6	7	-1	2
COc1ccc(N2C(=O)CC(N3CC=C(c4ccccc4)CC3)C2=O)cc1 (configuration not stated)	2	-0.2	-10	-1	90	-2.8	6	4	5
COCCCn1c(-c2ccc(OC)cc2)cc(C(=O)NC2CCCCCCC2)c1C	2	0.4	12	3	100	2.3	2	-1	2
O=c1[nH]c(=O)n(-c2cccc(Cl)c2)c(O)c1C=NCCN1CCCCC1	5	0.0	-9	0	91	0.6	6	1	4
COc1ccc(-n2c(O)c(C=NCc3ccc4c(c3)OCO4)c(=O)[nH]c2=O)cc1	-3	-0.1	-4	1	90	-2.4	2	3	5
CN1C(=O)NC(=O)[C@]2(Cc3ccccc3N3CCN(c4ccccc4)CC32)C1=O (some centres not stated)	11	0.3	11	-2	111	-5.0	17	6	23
CC(C)COC(=O)c1ccccc1C(=O)OCC(C)C	-10	0.3	-7	1	137	0.1	0	7	-4
C[N+]1(C)C2CCC1CC(OC(=O)C(CO)c1ccccc1)C2 (configuration not stated)	1	0.0	-4	-1	84	1.9	-24	-1	-10
CCOC(=O)Cn1cc([N+](=O)[O-])nc1[N+](=O)[O-]	5	-0.1	4	-1	104	1.4	2	5	1
CCOc1cc2c(cc1OCC)-n1cccc1C(c1ccc(C)cc1C)NC2 (configuration not stated)	1	-0.2	-19	4	88	0.5	9	6	9
CC(C)C12CN3CCN(CC(C3)C1O)C2 (configuration not stated)	4	0.1	16	-7	109	-1.5	9	-1	4
CN1c2ccc([N+](=O)[O-])cc2CC2(C(=O)NC(=O)N(c3ccccc3)C2=O)C1c1ccccc1 (configuration not stated)	7	-0.1	2	-4	99	1.3	8	4	10
O=c1c2cc(Br)ccc2[nH]c(=S)n1-c1ccccc1	0	0.1	1	4	96	2.6	-3	2	3

Some of the entries so far, as a markdown table.
| compound | EBNA-1 inhibitor | Efflux pump inh | ZTA counter | Fam108B counter | CR mimetic SO | MEX-5 binding | MCL1-BIM inh | GLD-1 TGE inh | BCLXL inh |
| --- | --- | --- | --- | --- | --- | --- | --- | --- | --- |
| CCOC(=O)Cn1cc([N+](=O)[O-])nc1[N+](=O)[O-] | 5 | -0.1 | 4 | -1 | 104 | 1.4 | 2 | 5 | 1 |
| CCOc1cc2c(cc1OCC)-n1cccc1C(c1ccc(C)cc1C)NC2 (configuration not stated) | 1 | -0.2 | -19 | 4 | 88 | 0.5 | 9 | 6 | 9 |

(listing goes on)
SMILES	EBNA-1 inhibitor	Efflux pump inh	ZTA counter	Fam108B counter	CR mimetic SO	MEX-5 binding	MCL1-BIM inh	GLD-1 TGE inh	BCLXL inh
O=C1NC(=O)C(=Cc2cc(Cl)ccc2OCc2ccc(C(=O)O)cc2)C(=O)N1	4	0.0	1	0	135	-0.9	8	-6	4
Cc1cc(=O)oc2cc(OCC(=O)N3CCC(C(=O)O)(c4ccccc4)CC3)ccc12	11	-0.1	2	0	96	0.2	-4	4	3
OCCCCO	.	-0.1	14	.	111	.	7	12	8
Cc1cccc(CN2CCCN(Cc3ccc(Cl)cc3)S2(=O)=O)c1	-3	-0.2	12	1	105	0.1	-8	-3	-7
C1CCC2S[C@H]3CCCCC3NC2C1 (some centres not stated)	-1	0.2	11	4	96	1.9	-2	4	1
Cc1cccc(NC(=O)N2CC3CC(C2)c2cccc(=O)n2C3)c1 (configuration not stated)	1	0.2	4	1	99	-4.8	3	6	5
CC(C(=O)N1CCC2(CC1)OCCO2)C1Sc2ccccc2NC1=O (configuration not stated)	-5	-0.2	-6	-4	85	-0.8	14	1	5
COC(=O)C1=C(c2ccc(OC)c(OC)c2)C[C@@H]2CC[C@H]1N2C(=O)NCc1cc(C)oc1C(F)(F)F	.	-0.6	-2	.	111	.	3	0	-1
CC(=O)c1cccc(OCC(=O)N2CCN(CC(=O)Nc3cccc(F)c3)CC2)c1	.	-0.1	-17	.	93	.	3	-5	0
CN(C)C=C1C(=O)N(C2CCCCC2)C(=O)N(C2CCCCC2)C1=O	1	0.2	1	-3	96	3.7	-23	-14	-20
Cc1cc(N2C(=O)C3CCCN3C2c2sccc2C)no1 (configuration not stated)	7	-0.1	11	8	91	0.9	4	-1	-1
CC(=O)O[C@H]1C(=O)[C@@]2(C)C([C@H](OC(=O)c3ccccc3)[C@]3(O)C[C@H](O)C(C)=C1C3(C)C)[C@]1(OC(C)=O)CO[C@@H]1C[C@H]2O (some centres not stated)	-5	-0.1	3	0	89	1.0	2	6	4
CCN1C(=O)C(=C2C=C(C)N(Cc3ccco3)C(C)=C2)C(=O)N(CC)C1=S	5	-0.1	-14	3	129	-1.1	3	5	-2
CN(C)/C=C1/C(=O)NC(=O)N(CCNc2ncc(C(F)(F)F)cc2Cl)C1=O	3	0.0	5	1	103	1.0	-28	-17	-33
Fc1ccc(Cn2nnnc2CN2CCC(n3nnc4cc(C(F)(F)F)ccc43)CC2)cc1	-9	0.0	10	-2	109	3.4	3	1	3
COc1ccc(-n2c(O)c(C(C)=NCCc3c[nH]c4ccccc34)c(=O)[nH]c2=O)cc1	0	0.1	-4	3	120	-1.6	-1	1	2
O=C(Cc1ccccc1)NC(Cc1ccc(Cl)cc1)C(=O)O (configuration not stated)	2	0.1	2	1	107	-1.2	6	9	8

Screening data as filed in PubChem.

This is a subset, so the mix of outcomes need not match the whole.
